# Giardia kill – Giardia lamblia killing. Giardia lamblia trophozoite viability. activity change, % at 7.66 µM, hits read low. hit rate 0.15% among 340,000. AID 540267; in the data active = activity change below about -80%; inconclusive = between about -30% and that limit;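 note: parasites exposed to compound for two days anaerobically before the ATP read; % is set by controls: 0 for no effect and ±100 for the full control effect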
#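 Trophozoite viability was measured as ATP-dependent luminescence, read 15-30 min after reagent addition. Before that, parasites at 100 cells/well were exposed to compounds for 48 h, anaerobically, at 37 deg C.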
# FLuc modulator – inhibits or activates purified firefly luciferase, miR-21 counter-screen; P08659; purified FLuc, Km substrates, luminescence inhibition; Potency, µM (titrated, usually from 57.5 µM), without a hit: at the highest dose activity change, negative = inhibition, usual class: inhibitors; hit rate 6.9% among 360,000; AID 588342;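 note: potency is the fitted concentration of half-maximal effect; plate controls were vehicle for no effect and reference inhibitor for full effect; nearly all actives have a fitted effect of over 55% in size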
#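 Biochemical qHTS of compounds, final roughly 60 µM downward over six points, against 10 nM purified firefly luciferase using Km concentrations of substrates (10 uM D-luciferin, 10 uM ATP) in Tris acetate pH 7.5 buffer; luminescence output.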
# Rab9 prom act – Rab9 promoter activation; hit rate 2.8% among 320,000; Huh7 Rab9 promoter-luciferase reporter, luminescence, 24 h; Potency, µM (top dose mostly 9.22 µM), for the others: at the highest dose activation, negative = inhibition, usual class: activators; AID 485297; note: potency is the fitted concentration of half-maximal effect; % of control where 0% means no effect; nearly all actives have a fitted effect of over 60% in size
#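 Luminescence read-out: Huh7 cells stably expressing Rab9-luciferase, treated 24 h with compound at 37 °C, then lysed with luciferase reagent for 10 min at ambient before reading.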
# Tb PFK block – inhibitors of T. brucei phosphofructokinase; hit rate 0.17% among 330,000; T. brucei PFK, ADP-Glo luminescence; AID 485367; Potency, µM (series often up to 57.5 µM), for inactives: at the top dose activity, negative = inhibition, usual class: inhibitors; O15648;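 note: potency is the fitted concentration of half-maximal effect; 0% = uninhibited 1x PFK enzyme wells and -100% = no-enzyme wells; nearly all actives have a fitted effect of over 60% in size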
# Target sequence (O15648 whole entry, looked up): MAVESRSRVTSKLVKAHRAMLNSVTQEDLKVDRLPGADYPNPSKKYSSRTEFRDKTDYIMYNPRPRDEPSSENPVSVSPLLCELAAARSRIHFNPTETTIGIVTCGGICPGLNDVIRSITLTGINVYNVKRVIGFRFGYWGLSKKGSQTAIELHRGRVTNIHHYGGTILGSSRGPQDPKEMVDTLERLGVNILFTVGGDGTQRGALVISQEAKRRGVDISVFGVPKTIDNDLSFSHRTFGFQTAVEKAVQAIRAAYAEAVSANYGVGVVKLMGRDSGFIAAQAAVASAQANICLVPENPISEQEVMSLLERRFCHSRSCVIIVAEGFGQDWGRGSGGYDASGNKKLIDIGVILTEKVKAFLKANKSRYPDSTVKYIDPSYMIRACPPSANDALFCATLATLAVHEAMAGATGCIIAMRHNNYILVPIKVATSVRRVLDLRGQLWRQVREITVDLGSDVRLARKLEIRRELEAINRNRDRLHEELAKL
#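 1.25 nM PFK with 0.5 mM F6P and 0.1 mM ATP in 0.1 M TEA pH 8.0, 5 mM MgCl2, incubated 45 min at room temperature; ADP measured by ADP-Glo luminescence; compounds titrated up to 57 uM.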
# ELG1 genotoxic – induces genotoxicity in HEK293T cells with luciferase-tagged ELG1. HEK293T ELG1-luciferase reporter, luminescence, 16 h. Potency, µM (series often up to 46 µM), inactives show top-dose activity change, positive = activation, actives largely listed as activators. hit rate 1.3% among 330,000. AID 504466; note: potency is the fitted concentration of half-maximal effect; % of control where 0% means no effect; nearly all actives have a fitted effect of over 60% in size
#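 Step 1: seed 2,000 HEK293T ELG1-luciferase cells per well. Step 2: add compound or DMSO, incubate 16 hr at 37 °C. Step 3: ONE-Glo, 30 min at room temperature, read luminescence.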
# uPA generation – blocks generation of uPA at the cell surface | hit rate 0.31% among 330,000 | Potency, µM (titrated, usually from 38.3 µM), for the others: top-dose activity change, negative = inhibition, usual class: inhibitors | cell surface uPA generation assay, qHTS; active = well fitted inhibition curve with a large enough effect; inconclusive = small, poorly fitted or top-dose-only effect; inactive = no such curve, though single readings can be large or run the other way; tested in mouse RAW 264.7 cells; note: potency is the fitted concentration of half-maximal effect; % is set by controls: 0 for no effect and ±100 for the full control effect; nearly all actives have a fitted effect of over 55% in size
# Coupling enz – counter-screen for Giardia aldolase inhibitors: coupling enzyme system; activity change, negative = inhibition, % at 58.2 µM, hits read low; hit rate 0.67% among 290,000; coupling enzyme system counterscreen, AmpLite Red fluorescence; AID 2472; in the data active = activity change below about -30%; note: % is set by controls: 0 for no effect and ±100 for the full control effect
#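 Coupling enzymes only (glyceraldehyde-3-phosphate) + compound, at 57.5 uM final, 10 min RT; add substrate/coupling/AmpLite Red mix, 20 min RT; fluorescence ex 525/em 598 nm. Actives flag coupling-system interference.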
# NPC1 prom act – NPC1 promoter activation; Potency, µM (series often up to 9.22 µM), for the others: at the highest dose activation, most hits filed as activators; Huh7 NPC1 promoter luciferase reporter, 24 h; hit rate 2.4% among 320,000; AID 485313;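 note: potency is the fitted concentration of half-maximal effect; % of control where 0% means no effect; nearly all actives have a fitted effect of over 60% in size; reporter is driven by a mutant NPC1 promoter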
#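 Huh7 reporter cells (NPC1 promoter driving luciferase) are dosed with compound for 24 h at 37 °C, 5% CO2; luciferase detection reagent is then added and luminescence measured after 10 min at ambient temperature.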
# KCNH2 3.1 inh – inhibitors of human KCNH2 3.1 potassium channel isoform. hit rate 0.95% among 340,000. AID 720553. U2OS KCNH2 3.1, thallium flux FluxOr; active compounds read low. activity change, % (tested at about 1.8 µM);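 active = maximum activity change below -70%; inconclusive = maximum activity change from -70% to -50%; inactive = maximum activity change above -50%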;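 note: thallium influx rate constant from kinetic fluorescence after stimulation buffer; % is set by controls: 0 for no effect and ±100 for the full control effect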
#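 Kinetic fluorescence (2 min after stimulation buffer) measures Tl+ influx through KCNH2 3.1 expressed by viral transduction in U2OS cells; the rate constant is normalized against DMSO controls serving as positive and negative references.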
# RORgamma inh – ROR gamma (mouse) transcription inhibition; Potency, µM (series often up to 53.6 µM), for the others: at the top dose activity change, negative = inhibition, usual class: inhibitors; hit rate 5.4% among 310,000; P51450; Drosophila S2 Gal4-RORgamma UAS-luciferase reporter, 20 h; note: potency is the fitted concentration of half-maximal effect; % is set by controls: 0 for no effect and ±100 for the full control effect; nearly all actives have a fitted effect of over 60% in size
# Target sequence (P51450 whole entry, looked up, the tested form may be a part): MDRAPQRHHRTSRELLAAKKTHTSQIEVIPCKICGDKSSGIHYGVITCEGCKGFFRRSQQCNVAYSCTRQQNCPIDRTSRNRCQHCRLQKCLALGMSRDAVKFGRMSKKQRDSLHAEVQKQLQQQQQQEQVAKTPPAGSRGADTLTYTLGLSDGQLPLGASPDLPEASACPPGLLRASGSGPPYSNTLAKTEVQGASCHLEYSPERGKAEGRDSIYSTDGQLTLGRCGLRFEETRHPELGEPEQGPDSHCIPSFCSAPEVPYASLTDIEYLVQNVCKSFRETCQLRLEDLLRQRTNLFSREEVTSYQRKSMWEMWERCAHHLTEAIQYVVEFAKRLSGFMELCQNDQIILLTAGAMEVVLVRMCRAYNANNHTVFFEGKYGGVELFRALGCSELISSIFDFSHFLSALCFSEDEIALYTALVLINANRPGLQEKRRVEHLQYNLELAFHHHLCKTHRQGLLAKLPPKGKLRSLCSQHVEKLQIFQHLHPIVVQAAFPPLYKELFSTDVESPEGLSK
#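 Stable Schneider cell line, Gal4 DNA-binding domain fused to ROR gamma, UAS-luciferase. Cmpd 1 hr RT → CuSO4 700 uM final → 20 hr RT → luciferase reagent 10 min → luminescence.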
# VP16 counter – Gal4-VP16 reporter inhibition counter-screen; Potency, µM (titrated, usually from 53.6 µM), for inactives: at the highest dose activity, negative = inhibition, actives largely listed as inhibitors; hit rate 3.5% among 310,000; AID 2546; Drosophila S2 Gal4-VP16 UAS-luciferase, luminescence, 20 h;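 note: Gal4-VP16 expression switched on by copper sulfate through the metallothionein promoter; potency is the fitted concentration of half-maximal effect; % is set by controls: 0 for no effect and ±100 for the full control effect; nearly all actives have a fitted effect of over 50% in size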
# * = called active by the depositor; ? = inconclusive; · = no result given; & = joins results of further samples; [ ] = remark or other dose. Unless noted, calls come from the whole dose curve; as a rule, active = well fitted curve in the direction sought with a large enough effect; inconclusive = small, poorly fitted or top-dose-only effect, or another doubt; inactive = no such curve, though single readings can be large; an effect the other way counts as inactive or inconclusive. Random draw from the library; about 14% have a hit in one of these screens.
item	Compound	Giardia kill	Coupling enz	ELG1 genotoxic	uPA generation	RORgamma inh	VP16 counter	Rab9 prom act	Tb PFK block	FLuc modulator	KCNH2 3.1 inh	NPC1 prom act
1	CCCCCCCCCC(=O)N1c2ccccc2NC(=O)C1CC(=O)Nc1ccc(C(=O)O)cc1 (stereo unspecified)	14.9	14.6	8.6%	0.4%	-7.8%	-17.5%	0.4%	1.6%	-2.4%	-1.3	1.2%
2	CCC1CCCCN1CCCNC(=O)c1ccc(CS(=O)(=O)Cc2ccccc2F)o1 (stereo unspecified)	0.4	-0.4	1.7%	2.5%	0.8%	6.5%	-3.3%	-0.3%	-1.1%	5.7	-2.8%
3	COc1cc(Cn2c(=O)oc3ccc(C)cc32)ccc1OC(C)C	-5.1	2.2	0.6%	1.2%	23.6%	2.8%	-3.7%	2.7%	-1.0%	0.4	-0.9%
4	CCOC(=O)c1sc2nc(CC(=O)OC)nc(NCc3ccco3)c2c1C	31.8[activator]	0.5	-7.0%	-8.4%	-14.0%	7.1%	-2.7%	-4.6%	-13.7%	4.2	0.0%
5	CC(Oc1ccc2c3c(c(=O)oc2c1)CCCC3)C(=O)NCC1CCC(C(=O)O)CC1 (stereo unspecified)	11.5	-2.0	0.2%	3.1%	-8.8%	16.0%	0.0%	2.3%	-18.0%	-22.4	-4.5%
6	COc1ccccc1C/C(N)=N/OC(=O)c1ccc2c(c1)OCO2	2.6	-0.3	0.2%	?	0.891µM*	?	0.9%	5.3%	?	20.5	1.4%
7	COc1c(C(O)CC(C)C)ccc2c1C(=O)OCc1cc(C)cc(O)c1O2 (stereo unspecified)	-2.1	2.1	2.5%	-4.6%	10.3%	?	-13.6%	-12.4%	-0.5%	-1.0	-8.9%
8	Cc1cc(NC(=O)c2sc3ccccc3c2O)no1	-11.5	-14.8	10.3µM*	-12.6%	-26.1%	-22.4%	3.16µM*	-3.0%	9.53µM*	-5.1	1.58µM*
9	Cc1c(C)c2ccc(O[C@@H]3O[C@H](CO)[C@@H](O)[C@H](O)[C@H]3O)c(C)c2oc1=O	12.3	-4.0	5.3%	17.1%	5.9%	-8.6%	0.0%	8.0%	-0.6%	0.5	-3.6%
10	CCOc1ccc(C(C(=O)NC2CCCCC2)N(CCOC)C(=O)c2snc(C(N)=O)c2N)cc1 (stereo unspecified)	5.5	1.9	7.3%	0.5%	?	8.6%	5.6%	1.1%	-1.7%	5.9	-1.8%
11	COc1ccc(CNC(=O)/C=C/c2cc([N+](=O)[O-])ccc2OC(F)F)cc1	-11.4	4.4	-1.5%	·	41.7%	4.9%	0.8%	0.9%	3.2%	-1.3	-1.6%
12	COc1ccccc1-n1cnnc1SC1CCOC1=O (stereo unspecified)	-25.9	3.3	-0.2%	1.8%	8.2%	-15.7%	-8.2%	-1.9%	1.1%	11.5	-0.4%
13	COC(=O)c1ccc(C(NC(=O)OCc2ccccc2)/C(F)=C/[C@@H](C)C(=O)NCc2ccc(-c3ccccc3)cc2)cc1 (stereo partly specified)	-26.6	1.5&1.8	16.2%	4.5%	41.8%&-1.2%	-19.7%&-26.0%	-0.4%	1.6%	-21.5%	·	-2.2%
14	CC(NC(=O)c1ccccc1F)c1ccccc1 (stereo unspecified)	-16.7	0.5	-1.4%	0.7%	13.2%	-0.9%	-2.3%	2.4%	1.8%	1.9	-0.2%
15	CCOc1ccc(NC(=O)N(C2CCCCCC2)C2CCN(C(C)=O)CC2)cc1	-4.8	-0.5	-0.1%	-0.5%	-1.4%	-0.4%	-9.4%	-0.3%	-6.9%	3.1	6.9%
16	CCN(c1ccccc1)S(=O)(=O)c1cccc(C(=O)NCc2ccccn2)c1	-13.0	·	-0.5%	-0.6%	·	·	-1.6%	4.7%	3.9%	3.0	-0.2%
17	CCC(C)(C)NC(=O)C(c1ccccc1F)N(Cc1ccco1)C(=O)c1csnn1 (stereo unspecified)	-9.9	-3.0	2.5%	·	14.9%	0.6%	8.1%	0.4%	10.8%	11.9	-2.2%
18	CC(=O)c1c(COC(=O)c2ccc(C)cc2)nc2ccccc2[n+]1[O-]	-26.2	0.2	-1.9%	6.8%	0.8%	4.5%	-0.9%	-12.1%	1.9%	5.0	1.2%
19	COCCC(=O)N1CCC(Oc2ccc(C(=O)N3C[C@@H](C)O[C@@H](C)C3)cc2)CC1	8.3	-2.1	0.1%	9.8%	·	·	3.9%	-2.3%	1.3%	2.3	6.3%
20	CC(C)c1cc(C(=O)N2CCCC(C(=O)c3ccc4ccccc4c3)C2)on1 (stereo unspecified)	-14.0	-1.7	-1.5%	0.7%	9.8%	-9.9%	-8.2%	-0.9%	-3.6%	-7.2	-3.0%
21	Cc1cc(N2CCOCC2)n2ncc(-c3ccc(Cl)cc3)c2n1	-13.0	-1.3	?	-2.1%	-22.5%	?	0.631µM*	0.1%	0.601µM*	8.6	2.24µM*
22	COc1cc(C)c(NC(=O)Cc2ccsc2)cc1OC	-9.9	1.6	-3.1%	-0.5%	3.1%	0.0%	3.9%	0.0%	-1.7%	-19.1	1.5%
23	CCOC(=O)CNc1ccc(OC(F)(F)F)cc1	11.4	0.8	-2.5%	10.7%	16.7%	-9.7%	-13.0%	-2.9%	-10.6%	3.6	-3.9%
24	COc1ccc2[nH]c(=O)c(CN(CC3CCCO3)C(=O)Nc3ccccc3OC)cc2c1 (stereo unspecified)	2.4	2.9	-17.0%	-12.1%	-1.5%	-11.8%	-0.2%	0.0%	-10.9%	2.8	-0.9%
25	Cc1cccc(NC(=S)N(CCN2CCOCC2)Cc2cc3cc4c(cc3[nH]c2=O)OCO4)c1	5.3	1.4	-3.1%	-4.5%	-20.7%	6.0%	-12.2%	-6.2%	2.3%	-2.6	1.5%
26	O=C(Nc1ccccc1)C(O)C(O)C(=O)Nc1ccccc1 (stereo unspecified)	6.3	1.2	-4.6%	5.8%	22.6%	-8.7%	-3.6%	-7.6%	-2.1%	8.3	-7.7%
27	COc1ccc(OC)c(CCNC(=O)CCn2ccc3cc(S(=O)(=O)N4CCCC4)ccc32)c1	1.5	1.6	-0.2%[9.26 µM]	-17.6%	15.1%	-2.7%	-3.6%	0.3%	2.1%	-19.4	-1.9%
28	CCn1c(SCC(=O)c2ccc(NS(=O)(=O)c3ccccc3)cc2)nnc1-c1cccs1	1.0	16.5	-1.2%	-1.0%	-2.9%	13.8%	-4.8%	-4.5%	7.0%	-1.3	-0.2%
29	Cn1c(Oc2ccccc2NCc2cccc(Br)c2)cc(=O)n(C)c1=O	-5.9	-2.1	-3.9%	2.4%	?	-1.4%	-2.5%	1.1%	-0.7%	-11.4	-4.4%
30	C=CCN(c1ccccc1)S(=O)(=O)c1cccc(C(=O)NCc2ccncc2)c1	-25.9	·	-1.4%	-5.8%	·	·	-7.1%	-4.9%	5.1%	-2.7	-1.6%
31	COc1cc(/C=N/NC(=O)c2ccc(O)cc2)ccc1OCC(=O)N1CC(C)OC(C)C1 (stereo unspecified)	9.9	-7.1	-15.3%	2.3%	-9.4%	-9.7%	-5.9%	1.3%	-13.9%	-3.2	11.8%
32	CCOC(=O)CSc1nnc(CCc2nc3ccccc3[nH]2)n1C	17.2	1.6	6.3%	0.4%	-1.8%	1.8%	-1.6%	0.2%	0.4%	4.7	-2.7%
33	CC(=O)c1ccc(-n2c(CCC(=O)O)ccc2-c2ccccc2)cc1	2.3	14.3	-0.1%	-4.8%	-28.6%	0.0%	-1.5%[1.84 µM]	5.6%	0.7%	4.1	-1.6%
34	CC(=O)c1cccc(NC(=S)N2CCN(c3ccccn3)CC2)c1	-27.5	2.1	-14.6%	-6.6%	-1.4%	3.0%	-0.5%	0.6%	-4.3%	1.1	5.6%
35	COc1ccccc1N1CCN(C(=O)Cc2cccs2)CC1	-1.6	-32.2*	1.0%	6.9%	4.5%	-6.8%	-5.4%	-3.2%	-1.6%	-4.6	1.8%
36	CC(=O)Nc1cc(NC(C)=O)cc(C(=O)NC(C)(C)C)c1	-12.0	-0.7	-2.0%	1.7%	-3.9%	-3.9%	-1.9%	-0.7%	5.6%	5.1	-5.7%
37	Cc1ccc(C(=O)CSC2=C(C#N)C(c3ccco3)C3=C(CCCC3=O)N2)cc1 (stereo unspecified)	13.4	0.9	-0.8%	·	31.6%	-3.1%	-4.5%	1.6%	-17.7%	-2.3	-25.7%
38	CCN1CCN(C(=O)c2ccc(Cl)c(S(=O)(=O)N3CCOCC3)c2)CC1	-9.7	0.9	1.2%	-1.3%	7.4%	12.5%	-0.5%	2.0%	-2.1%	-3.1	1.9%
